Screening results as filed in PubChem BioAssay.
ERa SRC1 inh = ERα–SRC-1 coactivator interaction inhibitors, primary screen, biochemical, TR-FRET, ERα LBD, estradiol-bound; TR-FRET ER-alpha LBD / SRC-1 peptide; inhibition, % at 25.6 µM; Estrogen receptor (Homo sapiens), P03372; hit rate 1.7% among 86,000; in the data active = inhibition above about 50%;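 note: 0% = receptor plus peptide control and 100% = peptide only without receptor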
PTK2B oligo ant = antagonists of Pyk2 self-association, primary screen, Q293 cells, FERM NanoBiT luminescence, HTS; z-score (the deposit names both 25 µM and 10 µM); hit rate 0.83% among 99,000; Protein-tyrosine kinase 2-beta (Homo sapiens), Q14289; stronger effect = lower value;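 active = Z-score of -3 or lower, scaled per plate to the spread of control and sample wells; inactive = z-score above -3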;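 note: negative z-score means lost luminescence so less FERM oligomerization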
FAK blocker = FAK kinase inhibitors, primary screen, biochemical | biochemical FAK kinase activity assay | inhibition, %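 (tested at 7 µM)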 | hit rate 0.84% among 97,000; in the data active = inhibition above about 19%;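 note: 0% = DMSO and 100% = reference compound high control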
Target sequence (Q05397 whole entry, looked up): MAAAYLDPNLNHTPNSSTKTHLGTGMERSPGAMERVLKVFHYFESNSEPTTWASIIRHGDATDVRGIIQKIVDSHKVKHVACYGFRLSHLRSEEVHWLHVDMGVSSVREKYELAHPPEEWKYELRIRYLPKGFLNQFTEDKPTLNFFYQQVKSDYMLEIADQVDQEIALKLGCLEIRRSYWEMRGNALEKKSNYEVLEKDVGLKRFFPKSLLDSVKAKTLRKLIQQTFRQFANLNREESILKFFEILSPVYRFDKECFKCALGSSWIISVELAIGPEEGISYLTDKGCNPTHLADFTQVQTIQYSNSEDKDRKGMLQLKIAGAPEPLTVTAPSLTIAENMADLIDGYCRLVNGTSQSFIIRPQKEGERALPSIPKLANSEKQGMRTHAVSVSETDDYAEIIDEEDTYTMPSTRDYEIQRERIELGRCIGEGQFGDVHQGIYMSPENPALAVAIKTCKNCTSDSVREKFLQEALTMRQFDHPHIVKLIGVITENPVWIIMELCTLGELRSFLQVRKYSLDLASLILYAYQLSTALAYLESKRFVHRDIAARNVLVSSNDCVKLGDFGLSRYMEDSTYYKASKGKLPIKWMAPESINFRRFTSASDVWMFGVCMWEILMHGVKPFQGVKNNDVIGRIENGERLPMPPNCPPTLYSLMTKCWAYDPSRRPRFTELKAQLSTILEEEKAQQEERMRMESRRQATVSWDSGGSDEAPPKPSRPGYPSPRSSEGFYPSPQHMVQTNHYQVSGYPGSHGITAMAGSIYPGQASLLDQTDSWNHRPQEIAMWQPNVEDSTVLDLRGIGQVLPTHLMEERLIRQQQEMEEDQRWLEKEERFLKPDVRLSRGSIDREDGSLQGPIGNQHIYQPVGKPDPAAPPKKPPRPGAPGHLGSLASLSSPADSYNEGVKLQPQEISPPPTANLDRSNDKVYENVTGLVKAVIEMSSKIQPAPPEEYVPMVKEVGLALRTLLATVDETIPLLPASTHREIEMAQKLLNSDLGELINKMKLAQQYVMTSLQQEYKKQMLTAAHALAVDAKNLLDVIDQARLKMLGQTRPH
* hit, by the source's call; . = not tested or not shown; [ ] = remark or other dose. An excerpt; count on the stated rates, not on these rows.

smiles | ERa SRC1 inh | PTK2B oligo ant | FAK blocker
O=C(CNS(=O)(=O)c1cccs1)Nc1ccc2c(c1)OCCO2 | -1[fluorescence artefact?] | -0.31 | .
Cc1ccc(CN2C(=O)CSc3ccc(C(=O)NCCN4CCOCC4)cc32)cc1 | -1 | -0.15 | .
c1cc2c(cc1Cn1cnnn1)OCO2 | -10 | -0.5 | .
CC(C)c1cc(=O)oc2c3c4c(cc12)CCCN4CCC3 | 11[fluorescence artefact?] | 2.5 | .
CC(C)(C)NC(=O)c1ccc2c(c1)N(CC(=O)N1CCN(c3ccccc3F)CC1)C(=O)C(C)(C)O2 | -8 | 0.7 | .
O=C(Nc1nc2ccccc2n1CCN1CCCC1)c1ccc(Cl)cc1 | 1 | 1.2 | .
Cc1csc(C(C#N)C(=O)c2ccncc2)n1 (stereo not given) | 32 | -0.65 | .
Cc1ccc(S(=O)(=O)NCCCN2CCOCC2)c(C)c1 | 3 | 0.27 | .
O=C(Nc1nccs1)C1CCN(S(=O)(=O)c2cnc[nH]2)CC1 | 0 | -0.1 | .
C=CCN1C(=O)C(O)=C(C(C)=O)C1c1ccccc1F (stereo not given) | -3 | -0.51 | .
CC(C)n1c(CNC(=O)c2ccccc2)nc2ccccc21 | 3 | -0.14 | .
CS(=O)(=O)N1CCC(C(=O)Nc2cccc(C(F)(F)F)c2)CC1 | -5 | 0.64 | .
C=CCN1CCN(C(c2ccc(OC)c(OC)c2)c2nnnn2C(C)(C)C)CC1 (stereo not given) | 1[fluorescence artefact?] | 1.6 | .
COC(=O)CN(c1c(C)cccc1C)S(C)(=O)=O | -8 | 1.8 | .
COC(=O)COc1ccc2c(=O)c(Oc3ccccc3)c(C)oc2c1 | 3[fluorescence artefact?] | 0.94 | .
CCOC(=O)N1CCN(C(=O)c2oc3ccc(S(=O)(=O)N4CCOCC4)cc3c2C)CC1 | -1 | 0.17 | .
CCOc1ccc2nc(NC(=O)CSc3nnc(-c4ccncc4)n3CC3CCCO3)sc2c1 (stereo not given) | 6 | 0.76 | .
Cc1[nH]c2ccccc2c1-c1nc2ccccc2[nH]1 | -1 | -0.66 | .
c1ccc(-c2nn3c(-c4ccccc4)nnc3s2)cc1 | 14 | 0.65 | .
C=CCn1c(SCC(=O)c2cc(C)n(Cc3cccs3)c2C)nnc1-c1ccncc1 | 27 | 0.78 | .
O=C(CCCC(=O)N1CCc2ccccc21)N1CCc2ccccc21 | 1 | 0.1 | .
CC1CCN(C(c2ccccc2)c2nnnn2C(C)(C)C)CC1 (stereo not given) | -1 | -0.17 | .
COc1ccc(Nc2nc(N3CCCCC3)nc(N3CCCCC3)n2)c(OC)c1 | 0 | 0.09 | .
CC(C)CCn1nnnc1C(c1ccc(F)cc1)N1CCC(C(N)=O)CC1 (stereo not given) | -7 | 0.62 | .
Cc1ccc(-n2ncc3c(=O)n(-c4ccc(C)c(C)c4)c(C)nc32)cc1 | 12 | -1.1 | .

Laid out differently: entries from further up.
ERa SRC1 inh	PTK2B oligo ant	FAK blocker	SMILES
-1[fluorescence artefact?]	-0.31	.	O=C(CNS(=O)(=O)c1cccs1)Nc1ccc2c(c1)OCCO2
-1	-0.15	.	Cc1ccc(CN2C(=O)CSc3ccc(C(=O)NCCN4CCOCC4)cc32)cc1
-10	-0.5	.	c1cc2c(cc1Cn1cnnn1)OCO2
11[fluorescence artefact?]	2.5	.	CC(C)c1cc(=O)oc2c3c4c(cc12)CCCN4CCC3
-8	0.7	.	CC(C)(C)NC(=O)c1ccc2c(c1)N(CC(=O)N1CCN(c3ccccc3F)CC1)C(=O)C(C)(C)O2
1	1.2	.	O=C(Nc1nc2ccccc2n1CCN1CCCC1)c1ccc(Cl)cc1
32	-0.65	.	Cc1csc(C(C#N)C(=O)c2ccncc2)n1 (stereo not given)
3	0.27	.	Cc1ccc(S(=O)(=O)NCCCN2CCOCC2)c(C)c1
0	-0.1	.	O=C(Nc1nccs1)C1CCN(S(=O)(=O)c2cnc[nH]2)CC1
-3	-0.51	.	C=CCN1C(=O)C(O)=C(C(C)=O)C1c1ccccc1F (stereo not given)
3	-0.14	.	CC(C)n1c(CNC(=O)c2ccccc2)nc2ccccc21
-5	0.64	.	CS(=O)(=O)N1CCC(C(=O)Nc2cccc(C(F)(F)F)c2)CC1
1[fluorescence artefact?]	1.6	.	C=CCN1CCN(C(c2ccc(OC)c(OC)c2)c2nnnn2C(C)(C)C)CC1 (stereo not given)
-8	1.8	.	COC(=O)CN(c1c(C)cccc1C)S(C)(=O)=O
3[fluorescence artefact?]	0.94	.	COC(=O)COc1ccc2c(=O)c(Oc3ccccc3)c(C)oc2c1
-1	0.17	.	CCOC(=O)N1CCN(C(=O)c2oc3ccc(S(=O)(=O)N4CCOCC4)cc3c2C)CC1
6	0.76	.	CCOc1ccc2nc(NC(=O)CSc3nnc(-c4ccncc4)n3CC3CCCO3)sc2c1 (stereo not given)
-1	-0.66	.	Cc1[nH]c2ccccc2c1-c1nc2ccccc2[nH]1
14	0.65	.	c1ccc(-c2nn3c(-c4ccccc4)nnc3s2)cc1
27	0.78	.	C=CCn1c(SCC(=O)c2cc(C)n(Cc3cccs3)c2C)nnc1-c1ccncc1
1	0.1	.	O=C(CCCC(=O)N1CCc2ccccc21)N1CCc2ccccc21
-1	-0.17	.	CC1CCN(C(c2ccccc2)c2nnnn2C(C)(C)C)CC1 (stereo not given)

Following part
smiles | ERa SRC1 inh | PTK2B oligo ant | FAK blocker
COc1ccc(OC)c(C(=O)COC(=O)c2ccc(C)o2)c1 | 4 | -0.19 | .
O=C(NCc1cccnc1)c1noc2c1CCCCC2 | -5 | 1.3 | .
O=C(NCCN1CCN(c2ccccc2)CC1)c1cccn2c(=O)c3cc(Cl)ccc3nc12 | 9 | 0.63 | .
COc1ccc(-n2c(C)nc3c(cnn3-c3ccccc3)c2=O)cc1 | -8[fluorescence artefact?] | -1 | .
COc1ccc(N2CCCn3c2nc2c3c(=O)n(Cc3ccc(F)cc3)c(=O)n2C)c(OC)c1 | 3 | -0.89 | .
COc1cc(C(=O)N2CCC(C(=O)Nc3cccc(C(C)=O)c3)CC2)cc(OC)c1OC | -1 | -0.27 | .
CN1CCc2c(sc3c2C(=O)NC(c2ccc4c(c2)OCO4)N3)C1 (stereo not given) | -29[fluorescence artefact?] | 0.41 | .
O=C(O)C1CCCN(S(=O)(=O)c2ccc(F)cc2)C1 (stereo not given) | -3 | 0.85 | .
O=C(Nc1nnc(SCC(=O)N2CCOCC2)s1)c1ccccc1Cl | . | -0.72 | -1
CC(C)OC(=O)c1cc(NC(=S)Nc2ccc([N+](=O)[O-])cc2)cc(C(=O)OC(C)C)c1 | . | -2.6 | -10
CCCOc1ccc(NC(=O)CC2C(=O)N(C)C(=S)N2Cc2cccs2)cc1 (stereo not given) | . | -1.3 | -3
Cc1ccc(S(=O)(=O)/N=C(/Nc2ccccn2)c2ccc(Cl)cc2)cc1 | . | -1.7 | -9
COc1ccc(-c2cc(C(F)(F)F)nc(SCC(=O)Nc3sc4c(c3C#N)CCC4)n2)cc1 | . | 0.62 | -5
CCC(=O)OCCCCCCOc1ccc(C(=O)O)cc1 | . | 1.9 | 7
COc1ccc(S(=O)(=O)N(c2onc(C)c2Cl)S(=O)(=O)c2ccc(OC)c(OC)c2)cc1OC | . | 0.29 | -13
CCN(CC)c1cc(CS(=O)c2ccccc2)nc(-c2ccccc2)n1 (stereo not given) | . | -0.85 | -4
CCc1ccccc1NC(=S)NC1CC2CCCC(C1)N2Cc1cccs1 (stereo not given) | . | 0.42 | 0
CCCNC(=O)c1ccccc1NC(=O)c1ccccc1N(C)S(=O)(=O)c1ccc(C)cc1 | . | 0.15 | -13
COC(=O)c1ccc(NC(=S)Nc2ccccn2)cc1 | . | 0.25 | 5
Clc1ccc(SCc2cc(Cl)nc(-c3ccccc3)n2)cc1 | . | -0.15 | 0
CCSc1nc(N)nc(-c2cccs2)c1C#N | . | -2.3 | 10
Cc1nn(C)c(=O)n1-c1ccc(Oc2ccccc2)cc1 | . | 0.1 | -5
COc1cccc2c1OC[C@@H](CO)[C@H]2N(C)C(=O)Nc1ccc(Cl)cc1 | . | -0.43 | -5
Clc1ccc(-c2cc(CSc3ccccc3)on2)cc1 | . | 0.53 | 6
Cc1nn(C)c(=O)n1-c1ccc(OCc2ccccc2)cc1 | . | -0.12 | -5

Whole records as entered above. Screens in order: ERa SRC1 inh	PTK2B oligo ant	FAK blocker
Listed for `CC(C)OC(=O)c1cc(NC(=S)Nc2ccc([N+](=O)[O-])cc2)cc(C(=O)OC(C)C)c1` : .	-2.6	-10
Listed for `COc1ccc(-c2cc(C(F)(F)F)nc(SCC(=O)Nc3sc4c(c3C#N)CCC4)n2)cc1` : .	0.62	-5
Listed for `CCc1ccccc1NC(=S)NC1CC2CCCC(C1)N2Cc1cccs1` (stereo not given) : .	0.42	0
Listed for `CCC(=O)OCCCCCCOc1ccc(C(=O)O)cc1` : .	1.9	7

New compounds follow.
smiles | ERa SRC1 inh | PTK2B oligo ant | FAK blocker
Cc1cc2c(ncn2Cc2ccccc2)c([N+](=O)[O-])c1C | . | 0.06 | 3
CCOC(=O)C(C)Sc1ncc(OC)c(Sc2ccc(Cl)cc2)n1 (stereo not given) | . | -1.2 | 0
COC(=O)c1ccc(N2CCN(S(=O)(=O)c3ccc4ccccc4c3)CC2)c([N+](=O)[O-])c1 | . | 1.8 | 6
COc1ccc(Oc2ccccc2/C=C/C(=O)O)cc1 | . | 1.3 | 0
CCCC(=O)Nc1ccc(C(=O)NCc2ccccc2Cl)cc1 | . | -0.16 | -6
Cc1sc2nc(C3CC3)nc(SCC(=O)N3CCc4ccccc4C3)c2c1C | . | 0.57 | 6
C=C(C)C(=O)OCCCCCCOc1ccc(C(=O)O)cc1 | . | 0.99 | -7
COc1ccc(-c2cnn3c4c(c(C)nc23)CCN4C2CCCC2)cc1OC | . | 0.7 | 14
CCC(=O)N1CCN(c2ccc(NC(=S)NC(=O)c3cccc([N+](=O)[O-])c3)cc2)CC1 | . | 0.38 | 0
Cn1c(CO)cnc1SCc1ccc([N+](=O)[O-])cc1 | . | 2.1 | -5
CC(C)CC(=O)NC(=S)N1CCCCCC1 | . | -0.32 | -6
N#Cc1cc(-c2ccccc2)cnc1Cl | . | 0.35 | -6
Cc1ccc[n+](CC(=O)Nc2cc(C(F)(F)F)ccc2Cl)c1 | . | 0.8 | 2
CO/N=C(/CS(=O)Cc1ccc(Cl)cc1)c1ccc(Cl)cc1 (stereo not given) | . | -1.1 | -2
COC(=O)c1ccc(N2CCN(S(=O)(=O)c3ccccc3)CC2)c([N+](=O)[O-])c1 | . | -0.63 | 2
O=C(Nc1ncc2c(n1)-c1ccccc1CC2)c1cccc(Cl)c1 | . | -1.3 | 8
NC(=O)c1ccccc1N/C=C/C(=O)c1cccs1 | . | -0.89 | 4
N#CCC(CNc1ncc(C(F)(F)F)cc1Cl)OC(=O)c1c(F)cccc1F (stereo not given) | . | -1.6 | 1
Cc1ccc(Sc2nc(-c3ccccc3)nnc2C(F)(F)F)cc1 | . | -0.08 | 2
O=[N+]([O-])c1ccc(N2CCC(=NOCc3ccc(Cl)cc3)CC2)cc1 | . | 0.78 | -1
COc1ccc(-c2cc(CN3C(=O)c4ccccc4C3=O)on2)cc1 | . | -0.19 | 6
COc1ccc(/C=C2\C(=O)N(Cc3ccc(F)cc3)CC(=O)N2Cc2ccccc2)cc1 | . | -0.71 | 0
ONC(=Nc1ccccc1)c1ccc(Cl)cc1 | . | -1.3 | 3
CC1CCN(C(=S)NC2CCCCC2)CC1 | . | 0.2 | 2
COc1ccccc1N1CCc2c(C)nc3c(OC)cccc3c21 | . | 2.2 | -8
COc1ccc(C(CC(=O)Nc2ccc(Cl)cc2F)NC(=O)C(F)(F)F)cc1 (stereo not given) | . | 0.08 | -2
O=C(O)/C=C/c1ccccc1Oc1ccccc1 | . | 2.1 | -4
C=CCN1CCN(Cc2cnc(Cl)s2)CC1 | . | 0.01 | 2
COC(=O)c1ccc(NC(=S)NCCc2ccccc2)cc1 | . | -0.2 | 2
Cc1ccc(NC(=O)C2=C(O)c3ccccc3N(C)S2(=O)=O)cc1 | . | 0.29 | -10
COc1cc(OC)cc(C(=O)NNC(=O)NC2CCCCC2)c1 | . | 0.22 | -3
O=C(Nc1ccc(F)cc1)c1cn(-c2ccccc2)nc1-c1ccncc1 | . | -1.1 | -7
CN1CC(c2ccc(Cl)c(Cl)c2)[C@@]2(COc3ccccc3C2=O)[C@@]12C(=O)Nc1ccccc12 (stereo not given in full) | . | -3.4* | -3
Cc1c(Cl)cccc1NC(=O)Nc1ccn(C)n1 | . | -0.72 | 4
Cc1ccc(NC(=O)c2c(C(F)(F)F)nn(C)c2SCc2cccc(C(F)(F)F)c2)cc1C | . | -1.4 | 0
CC(C)CC(=O)c1c[nH]c(C(=O)NCCc2ccccn2)c1 | . | 0.18 | -1
Cc1ccc(C(=O)NC(=S)Nc2ccccc2C(F)(F)F)c(C)c1 | . | -0.16 | -7
CCOC(=O)c1ccc(NC(=S)NNC(=O)C2(C)CC2(Cl)Cl)cc1 (stereo not given) | . | -1.4 | -2
CN(C)c1ccnc(Oc2ccc(Cl)cc2)c1C#N | . | -0.11 | 4
CN(C)C(/C=C/Nc1ccccc1F)=C(C#N)C#N | . | 0.07 | -4
CCOC(=O)c1c(-c2cccc([N+](=O)[O-])c2)csc1NC(=O)CCCOc1ccccc1OC | . | 0.26 | 4
CCC(C)c1ccc(NC(=S)Nc2ccc(OC)c(OC)c2)cc1 (stereo not given) | . | -1.3 | 2
CC(C)NC(=O)C(=O)NNC(=O)C12CC3CC(CC(C3)C1)C2 | . | 0.23 | 1
